CaV13 ICDI inh: Disruptors of the CACNA1D IQ motif to Ca2+-dependent inactivation inhibitor domain association, primary screening, Förster resonance energy transfer in intact living …; hit rate 0.098% among 340,000; HEK cells, CFP/YFP FRET ICDI-IQ, plate reader, 10 min; percent FRET-ratio fall versus neutral wells; inhibition, % at 12.3 µM; AID 743397;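 active means mean replicate inhibition of at least 30% and at least 1% of replicates passing that level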;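 further: 0% = median of the neutral control wells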
aDG glyco act: activators of alpha-DG glycosylation, primary screen, uHTS, Pro5-aDG cells, AlphaScreen; activation, % at 10 µM; alpha-DG glycosylation AlphaScreen (IIH6); 0% Pro5, 100% B10-LARGE cell signal; hit rate 0.22% among 360,000;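 active means activation of at least 8% versus controls, or a plate z-score of at least 8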;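 further: Pro5 are CHO cells carrying HIG-tagged alpha-DG that lacks glycosylation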
m5-HT2A agonist: mouse Htr2a agonists via beta-arrestin recruitment, primary screen, cell-based, luminescence | 5-hydroxytryptamine receptor 2A (Mus musculus), P35363 | hit rate 0.66% among 360,000 | CHO-K1 mHTR2A beta-arrestin complementation; percent of 30 µM serotonin response | activation, % at 7.6 µM | AID 624169, 2012;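 active means activation above a run cutoff, the mean activation of all tested compounds plus 3 SD, cut at about 14% in these data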;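 further: 0% = plate median of compound wells and 100% = 30 µM serotonin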
ABCB6 inh 2: ABCB6 transporter inhibitors, primary screen, K562-ABCB6 cells, flow cytometry, MLPCN library | K562-ABCB6 porphyrin accumulation, 1 h; active compounds read low | fluorescence ratio to DMSO, % at 10 µM | hit rate 0.19% among 360,000;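 active means fluorescence ratio to DMSO below 75%, the collection mean minus 3 SD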;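 further: signal is porphyrin accumulated inside mitochondria; 100% equals median channel fluorescence of DMSO control wells; lower ratio means ABCB6 inhibition with less porphyrin fluorescence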
Target sequence (Q9NP58 whole entry, looked up): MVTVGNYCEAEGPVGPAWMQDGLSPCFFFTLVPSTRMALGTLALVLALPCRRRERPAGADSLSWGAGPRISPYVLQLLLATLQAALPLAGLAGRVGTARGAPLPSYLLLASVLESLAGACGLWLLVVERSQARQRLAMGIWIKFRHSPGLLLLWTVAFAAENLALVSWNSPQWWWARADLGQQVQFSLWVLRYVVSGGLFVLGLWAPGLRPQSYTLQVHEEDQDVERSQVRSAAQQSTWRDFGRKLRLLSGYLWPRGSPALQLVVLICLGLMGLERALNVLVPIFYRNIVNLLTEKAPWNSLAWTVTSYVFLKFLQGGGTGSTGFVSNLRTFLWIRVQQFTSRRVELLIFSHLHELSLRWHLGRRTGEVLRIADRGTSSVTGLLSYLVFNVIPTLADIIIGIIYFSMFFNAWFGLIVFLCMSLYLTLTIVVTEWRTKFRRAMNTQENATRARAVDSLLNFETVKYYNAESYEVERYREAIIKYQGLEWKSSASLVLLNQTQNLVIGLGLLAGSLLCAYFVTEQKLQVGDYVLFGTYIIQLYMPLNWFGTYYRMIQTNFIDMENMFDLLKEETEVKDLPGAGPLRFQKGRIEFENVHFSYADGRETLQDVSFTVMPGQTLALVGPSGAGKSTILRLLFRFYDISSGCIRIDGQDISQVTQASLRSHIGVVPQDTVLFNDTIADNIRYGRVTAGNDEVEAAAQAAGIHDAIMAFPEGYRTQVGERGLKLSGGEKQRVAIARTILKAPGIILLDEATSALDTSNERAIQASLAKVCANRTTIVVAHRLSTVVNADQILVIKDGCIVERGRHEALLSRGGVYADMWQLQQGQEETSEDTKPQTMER
MC4R ag barr: MC4R agonists recruiting beta-arrestin, primary screen, cell-based, luminescence, agonist arm of biased-ligand search; Melanocortin receptor 4 (Homo sapiens), P32245; U2OS MC4R beta-arrestin complementation; percent of melanotan II response, DMSO zero; activation, % at 8.9 µM; hit rate 0.98% among 360,000; AID 540308, 2011;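 active means activation above a per-plate cutoff, the mean activation of sample wells on that plate plus 3 SD, cut at about 8% in these data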
MC4R antagonist: MC4R antagonists of cAMP signaling, primary screen, cell-based, TR-FRET, antagonist arm of biased-ligand search; AID 540295, 2011; inhibition, % at 6.5 µM; hit rate 0.48% among 360,000; MC4R-expressing cells, MTII-stimulated cAMP, LANCE TR-FRET;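 active means inhibition above its plate's cutoff, the mean of tested wells on that plate plus 3 SD, cut at about 29% in these data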;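 further: 0% = Melanotan II alone and 100% = Melanotan II plus saturating MCL0020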
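Test system: U2OS cells stably expressing human melanocortin 4 receptor (MC4R); also added: Melanotan II challenge; compound: 6.5 µM single dose; timing: 30-min compound preincubation, 1-h Melanotan II challenge, 1-h detection, room temperature; signal: Eu-cAMP/anti-cAMP TR-FRET, emission 671 nm; repeats: one well per compound, no replicates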
Glyco luc inh: increase of ERlucT glycosylation luciferase signal, primary screen, N-linked glycosylation inhibitor project, D54 ERlucT cells, luminescence, set 2; D54 ERlucT glycosylation luciferase reporter, 24 h; percent of 100 nM tunicamycin response; reporter increase, % at 12.5 µM; hit rate 0.23% among 360,000;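 active means mean luciferase reporter signal, scaled so untreated is 0 and the glycosylation-blocking control 100, at or above a set limit in every replicate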;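 further: luciferase carries N-glycosylation sites so blocking glycosylation raises the light; 0% = median of neutral control wells and 100% = median of 100 nM tunicamycin wells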
PDI turbidity: inhibitors of human PDI, primary screen, biochemical, turbidity, single point, plate reader; hit rate 0.052% among 350,000; Protein disulfide-isomerase (Homo sapiens), P07237; PDI insulin aggregation turbidity, A650, 90 min; inhibition, % at 10 µM;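 active means mean inhibition across replicates of 30% or more, whatever share of single replicates reach that level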;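 further: absorbance from insulin aggregation driven by PDI reduction with DTT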
Vif inh: HIV Vif self-association inhibitors, primary screen, imaging, HEK293T, single point | HEK293T cells, Vif self-association by quenched fluorescence, 24 h | inhibition, % at 7.49 µM | hit rate 0.35% among 340,000; in the data active means inhibition above about 50%, passing the limit was not always enough; further: some results filed as inactive read as strong as hits
H9c2 protect: cardioprotection against H2O2-induced cell death, primary screen, uHTS, H9c2 cells, ATPLite luminescence; H9c2 cardiomyocytes, H2O2 injury protection, 2 h; protection from H2O2 cell death, % at 20 µM; hit rate 0.63% among 360,000; AID 588492, 2011;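 active means compounds giving at least 50% protection of heart cells from peroxide-induced death in the single-dose screen, raw or plate-pattern-corrected value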;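 further: 0% = DMSO wells with peroxide and 100% = DMSO wells without peroxide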
Numbers without * were called inactive; nt = not tested or not shown.

SMILES | CaV13 ICDI inh | aDG glyco act | m5-HT2A agonist | ABCB6 inh 2 | MC4R ag barr | MC4R antagonist | Glyco luc inh | PDI turbidity | Vif inh | H9c2 protect
CN(C(=O)c1ccncc1)C1CCCN(Cc2ccccc2F)C1 (stereo not drawn) | 3 | 0.1 | 1 | 94 | -1.2 | 4 | 1 | 6 | 0 | -1
Cc1cc(C)c(C#N)c(Sc2ccccc2N)n1 | -2 | 0.2 | 4 | 102 | -0.5 | 5 | 2 | 2 | 9 | 4
Cn1c(C(=O)NCc2cccs2)cc2c(=O)n(C)c3ccccc3c21 | -2 | -0.1 | 6 | 95 | 1.3 | 3 | 1 | nt | -1 | 68*
O=C(CCCC(=O)NN=Cc1cccc(O)c1)NN=Cc1cccc(O)c1 | -7 | 0.0 | -4 | 91 | 0.1 | -2 | 2 | -9 | -3 | 0
O=C(O)c1ccc(NS(=O)(=O)c2ccc(C(=O)Nc3ccccc3)cc2)cc1 | nt | 0.4 | -4 | 99 | -1.5 | 2 | 0 | 9 | 3 | -2
CCCC(C(=O)NCc1ccco1)N(CC1CCCO1)C(=O)CNS(=O)(=O)c1ccc(F)cc1 (stereo not drawn) | -7 | 0.0 | 5 | 96 | -1.6 | 6 | -1 | -6 | -7 | -6
O=C(NNS(=O)(=O)c1ccccc1[N+](=O)[O-])c1cccc([N+](=O)[O-])c1 | -5 | 0.5 | 2 | 87 | -3.7 | 4 | 1 | 5 | 9 | 3
Cc1ccc(C2N=C(N)Nc3nc4ccccc4n32)cc1 (stereo not drawn) | -20 | 0.4 | -5 | 98 | -1.4 | -15 | -1 | -1 | 21 | -2
C[C@H]1CCCCO[C@H](CN(C)Cc2ccncc2)[C@@H](C)CN([C@@H](C)CO)C(=O)c2cc(NS(=O)(=O)c3ccccc3)ccc2O1 | -1 | -0.2 | 1 | 105 | -1.7 | 8 | 2 | 0 | 0 | 2
COC(=O)[C@@]1(C)[C@H]2C(=O)N(Cc3ccccc3)C(=O)[C@H]2[C@H]2CN(C)C(=NC3CCCCC3)N21 | -5 | -0.1 | -2 | 100 | -0.8 | -4 | -1 | 6 | -6 | 0
Cc1cc(=O)oc2cc(OCCSCCN3CCCC3)ccc12 | 2 | -0.1 | 0 | 99 | -0.9 | 2 | -3 | 2 | 6 | -1
CC(=O)N1CCc2cc(S(=O)(=O)NC(C(=O)Nc3nc(C)cs3)C(C)C)ccc21 (stereo not drawn) | nt | 0.3 | 7 | 98 | 0.1 | 13 | 4 | 0 | 1 | 2
O=C(Cn1nnc(-c2ccc([N+](=O)[O-])cc2)n1)NNC(=O)c1ccccc1 | nt | -0.2 | 0 | 93 | -2.3 | 21 | 4 | -10 | -4 | -1
CCCNC(=O)COC(=O)/C=C/c1ccc(C)o1 | 0 | 0.0 | 2 | 99 | -1.6 | -1 | 0 | -6 | -5 | 6
CCCCOc1ccc(C(=O)NCC(=O)NCC(c2ccc(OC)cc2)N2CCOCC2)cc1 (stereo not drawn) | -3 | 0.0 | -3 | 95 | -3.1 | 7 | 0 | -3 | -2 | -1
CC(Sc1nc(O)c(-c2ccccc2)c(=O)[nH]1)C(=O)Nc1ccc(Cl)cc1 (stereo not drawn) | 5 | -0.1 | 0 | 99 | 0.3 | 12 | -1 | -5 | -1 | 7
CC1Cc2cc(S(=O)(=O)N3CCC(C(=O)Nc4ccccn4)CC3)ccc2N1C(=O)C1CCC1 (stereo not drawn) | -2 | -0.1 | 0 | 99 | -1.2 | 15 | -6 | -1 | -5 | 6
CCN(CC)C(=O)C(=O)c1cccn1-c1cccc(Cl)c1C#N | -5 | -0.1 | -7 | 144 | -2.0 | 2 | 3 | -1 | -2 | -2
Cc1ccc(S(=O)(=O)N2CCCCC2)cc1C(=O)OCC(=O)NC(=O)NC12CC3CC(CC(C3)C1)C2 | -5 | -0.1 | -4 | 103 | -1.4 | 13 | -7 | -2 | -2 | 5
COCCN(C(=O)Cn1nnc2ccccc21)C(C(=O)NC1CCCC1)c1cccc(OC)c1OC (stereo not drawn) | nt | 0.0 | 7 | 118 | 0.3 | 9 | 0 | -7 | 3 | 11
Cc1cc2c(cc1C)C(c1ccccc1F)CC(=O)N2 (stereo not drawn) | -1 | 0.0 | 4 | 94 | -0.7 | -1 | 1 | 9 | 9 | -1
CSc1cccc(NC(=S)N2CCC(c3ccccc3)C2)c1 (stereo not drawn) | -5 | 0.2 | -5 | 98 | 1.8 | 0 | -1 | 17 | -4 | -10
Cc1cc(Oc2ccc(C#N)cc2)nc(NCc2ccccc2)n1 | -2 | 1.1 | -6 | 89 | -1.7 | -3 | -4 | -7 | nt | -13
CN(C)c1nn2c(-c3ccccc3)nnc2o1 | -5 | 0.0 | 0 | 99 | 0.3 | -11 | -1 | 4 | 16 | 8
Cn1c(SCC(=O)c2ccccc2)nnc1C1CC1 | nt | -0.2 | -4 | 94 | -0.7 | 1 | 0 | -9 | -1 | 13
CC(C)CNC(=O)NC1C(NC(=O)NCC(C)C)N(C)C(=O)N1C (stereo not drawn) | nt | -0.1 | 0 | 99 | -1.0 | -2 | 3 | -1 | -2 | 5
C/C(=C\c1ccc2c(c1)OCO2)C(=O)c1c(C)cc(C)[nH]c1=O | -4 | -0.3 | 3 | 89 | 1.0 | 12 | -2 | 0 | 6 | 1
CC(=O)Oc1ccc2c(C)c(CC(C)O)c(=O)oc2c1 (stereo not drawn) | -8 | -0.3 | 7 | 92 | -1.6 | 0 | 1 | 14 | 0 | 3
O=C(O)Cn1cc(C(=O)C(F)(F)F)c2ccccc21 | -5 | -0.1 | 0 | 98 | -0.2 | 16 | 1 | 2 | -11 | 2
C=CCNC(=S)N/N=C/c1ccc(OCc2ccccc2)cc1 | -4 | 0.0 | 4 | 104 | -0.4 | 12 | -3 | -5 | 0 | 2
Cc1ccc(NC(=O)NCc2cccnc2)cc1 | nt | 0.3 | 4 | 100 | -1.3 | 20 | 3 | -2 | -4 | -1
CSc1nncn1/N=C/c1cc(Cl)ccc1F | -5 | 0.0 | -3 | 93 | -3.5 | -3 | 0 | 5 | 10 | 3
Cc1nnc(NC(=O)CSc2nnc(CNC(=O)c3ccc(S(=O)(=O)N(C)C)cc3)o2)s1 | -6 | -0.1 | 4 | 98 | -2.4 | 5 | 1 | 9 | 4 | 0
C=CCn1c(=O)c2ccccc2n2c(SC(C)C(N)=O)nnc12 (stereo not drawn) | -20 | -0.1 | 1 | 101 | 0.2 | 2 | 1 | -3 | -1 | 0
Cc1occc1C(=O)NNC(=O)c1ccc(Br)o1 | 2 | -0.3 | 4 | 97 | 0.2 | 18 | 1 | -2 | -5 | -3
CCCCn1nnnc1SCC(=O)c1ccc(C)c(C)c1 | nt | 0.0 | -6 | 108 | -2.3 | 5 | -1 | 0 | nt | 2
CC1(C)CC(NC(=O)COc2ccc3ccc(=O)oc3c2)CC(C)(C)N1 | -2 | 1.0 | 1 | 88 | -4.2 | 0 | 1 | 3 | 2 | 2
COc1cccc(-c2n[nH]c(=S)n2Cc2ccco2)c1OC | -4 | -0.1 | -3 | 96 | -2.0 | -4 | 0 | -6 | 8 | -1
Cn1ccs/c1=N\S(=O)(=O)c1ccc(C(C)(C)C)cc1 | -4 | -0.2 | -3 | 95 | -1.9 | 9 | 0 | -2 | -15 | -11
CSc1nnnn1-c1ccc(C)c(Cl)c1 | -3 | -0.2 | 2 | 87 | -1.7 | 0 | -3 | 7 | -4 | -1
O=C(c1cc(Br)ccc1Cl)N1CCN(c2ccc(N3CCOCC3)nn2)CC1 | -5 | 0.2 | 5 | 90 | -1.5 | 2 | 1 | 8 | -7 | 1
COc1ccc(NC(=O)Cn2c(=O)n(Cc3ccco3)c(=O)c3ccccc32)cc1 | -5 | 3.6 | -3 | 101 | -1.9 | 10 | -2 | 2 | 3 | 4
Cn1c(SCC(=O)C(C)(C)C)nnc1-c1ccncc1 | -5 | -0.1 | 3 | 99 | 2.2 | 0 | -2 | 1 | 0 | 4
COc1ccccc1NC(=O)/C(=N/OCc1ccc(F)cc1)C(C)=O | 7 | 1.0 | -2 | 94 | -2.0 | -7 | -1 | 0 | 13 | 0
Cc1ccc(NC(=O)Nc2ccc(S(N)(=O)=O)cc2)cc1 | -6 | -0.2 | -1 | 92 | -0.8 | 4 | 2 | -3 | -13 | -8

Fetched by structure from above (two):
SMILES | CaV13 ICDI inh | aDG glyco act | m5-HT2A agonist | ABCB6 inh 2 | MC4R ag barr | MC4R antagonist | Glyco luc inh | PDI turbidity | Vif inh | H9c2 protect
Cc1cc(Oc2ccc(C#N)cc2)nc(NCc2ccccc2)n1 | -2 | 1.1 | -6 | 89 | -1.7 | -3 | -4 | -7 | nt | -13
CC(C)CNC(=O)NC1C(NC(=O)NCC(C)C)N(C)C(=O)N1C (stereo not drawn) | nt | -0.1 | 0 | 99 | -1.0 | -2 | 3 | -1 | -2 | 5

(continued)
SMILES | CaV13 ICDI inh | aDG glyco act | m5-HT2A agonist | ABCB6 inh 2 | MC4R ag barr | MC4R antagonist | Glyco luc inh | PDI turbidity | Vif inh | H9c2 protect
C[C@@H]1CN([C@H](C)CO)C(=O)c2cc(Br)cnc2O[C@H]1CN(C)C(=O)c1ccccc1 | -6 | 0.0 | 0 | 99 | 0.8 | 13 | 4 | -12 | -1 | -2
Cc1ccc(C(=O)CN(Cc2ccccc2)C2=NCCS2)cc1 | -5 | 0.1 | -4 | 95 | -0.6 | 2 | -6 | -6 | 2 | -6
CSc1nc2ccc(NC(=O)CSc3nnc(N)s3)cc2s1 | -9 | 0.2 | -1 | 96 | 2.1 | -6 | 0 | -3 | 5 | 0
CC(C)(C)SCCNS(=O)(=O)c1ccccc1 | -10 | -0.2 | -2 | 98 | -0.2 | 3 | 2 | -4 | 6 | 4
CCOCCCN1C(=O)CN(C2CCCCC2)C(=O)C1c1ccc(OCC)c(OC)c1 (stereo not drawn) | -3 | 0.6 | 2 | 101 | -1.9 | 9 | 2 | 2 | 12 | -4
Cc1cccc(C(=O)OCC(=O)Nc2ccc(N3CCCCC3)cc2)c1O | -4 | 0.0 | -3 | 99 | 1.2 | 6 | 1 | 6 | -6 | -2
Cc1cccc(C)c1N(CC(=O)N1CCN(C)CC1)S(C)(=O)=O | -4 | 0.0 | -6 | 106 | -0.3 | 5 | 2 | 0 | -21 | -3
CCOC(=O)N1CCN(C(=O)CSCC(=O)Nc2nc(-c3ccc(OC)cc3)cs2)CC1 | -3 | 0.2 | -1 | 94 | -2.5 | 6 | -2 | 0 | -8 | 0
CCc1nn(CC(=O)NCCN2CCN(C)CC2)c(=O)c2cc3c(OC)cccc3n12 | -4 | 0.0 | -2 | 106 | -2.5 | 11 | 3 | -2 | -2 | 0
